# aSyn 5UTR inh: MLPCN primary screen, SNCA 5' untranslated region. 0.82% of 300,000 active. alpha-synuclein 5'UTR reporter, inhibitor activity. inhibition, % (tested at 7.5 µM). AID 1813; in the data active = inhibition above about 60%; inconclusive = no clear call, values can overlap the other calls;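 also: H4 neuroglioblastoma cells stably carrying SNCA 5'UTR luciferase fusion; 0% = DMSO wells and 100% = positive control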
# HSF-1 act: increases HSF-1 driven luciferase reporter signal; activation, % at 9 µM; NIH3T3-HGL HSF-1 luciferase reporter, MG132, 8 h; 100% = twice DMSO control signal; AID 504408; 1.7% of 300,000 active;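 active = mean replicate activation of at least 50% with a set share of replicates each reaching 50%; inconclusive = only one of those two conditions met; inactive = mean below 50% and too few replicates reaching it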;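 also: 0% = median of the neutral control wells and 100% = twice that signal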
# Platelet DG rel: modulates dense granule release in human platelets | inhibition, %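 (compounds screened at 7.5 µM in platelet-rich plasma)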 | human platelet-rich plasma, SFLLRN dense granule ATP release, luminescence | 0.22% of 300,000 active | AID 1663;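 active = mean replicate score, as percent of positive control, at or above 50; inconclusive = mean below 50 but at least one replicate at or above 50; inactive = mean and every replicate below 50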
# HSP90 refold inh: blocks HSP90-mediated luciferase refolding in reticulocyte lysate. inhibition, % at 5.6 µM. Rabbit reticulocyte lysate, luciferase refolding luminescence, 3 h. 0.91% of 290,000 active. AID 1789;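 active = inhibition above the screen-wide mean plus 3 SD, computed separately per campaign, cut at about 16% in these data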;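 also: 0% = DMSO wells and 100% = 60 µM geldanamycin wells; inhibitors lower the luminescence because luciferase stays unfolded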
# AI-2 QS mod: Vibrio harveyi AI-2 quorum sensing modulation; activity change, % at 7.5 µM; Vibrio harveyi JMH597 AI-2 luminescence/OD600 ratio, 9 h; stronger effect = lower value; strain lacks LuxN and CqsS sensors; 0 = neutral-control median; AID 2094; 0.4% of 300,000 active; in the data active = activity change below about -75%, passing the limit was not always enough; inconclusive = no clear call, values can overlap the other calls;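 also: luminescence divided by OD600 gain over 9 h not by final OD600 alone; inactives centre near 13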
# HIF act: HIF pathway transcriptional activation; 0.32% of 300,000 active; activation, % at 7.5 µM (by protocol); U2OS HRE-luciferase reporter, luminescence; normalized: DMSO 0%, desferrioxamine 100%;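 active = mean activation of at least 10% of the iron chelator positive control signal, with at least half of replicates also reaching 10%; inconclusive = mean and replicate majority disagree about reaching 10%; inactive = mean and most replicates under 10%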
# IEC-6 cytotox: kills IEC-6 intestinal cells in KLF5 counter-screen. IEC-6 cytotoxicity, luminescence viability. inhibition, % at 5 µM. 0.78% of 290,000 active. AID 1825; in the data active = inhibition above about 22%;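 also: 0% = plate median of test compound wells and 100% = cytotoxic reference compound wells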
# KLF5 inhibitor: kruppel-like factor 5 inhibition; DLD-1 KLF5 promoter-luciferase reporter, luminescence; inhibition, % at 5 µM; 0.23% of 290,000 active;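 active = inhibition above a per-plate limit of that plate's mean compound inhibition plus 3 SD, cut at about 60% in these data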;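 also: 0% = DMSO wells and 100% = LY294002 at 200 µM; higher means less KLF5 promoter-driven luciferase light; inactives centre near -14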
# HSF1 inh: HSF1 inhibition; activity change, negative = inhibition, % at 7.5 µM (by protocol); NIH3T3-HGL HSE-luciferase, MG132-induced, luminescence 8 h; stronger effect = lower value; 0.77% of 300,000 active;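 active = more than half of replicate wells show activity change below -50%, luminescence cut by over half; inconclusive = some wells, but at most half, below -50%; inactive = no replicate well below -50%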;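 also: luciferase reports HSF-1 transcriptional activity via heat shock element; 0% = median of DMSO wells and -100% = zero luminescence signal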
# SKKanGAS inh: blocks kanamycin growth of S. pyogenes SKKanGAS strain. inhibition, % at 7.5 µM. BacTiter-Glo, 6 h. 1.3% of 300,000 active. AID 1662;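 active = mean replicate score, as percent of positive control median, at least 50; inconclusive = mean below 50 but one replicate at or above 50; inactive = mean and every replicate below 50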;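 also: strain carries kanamycin resistance gene driven by streptokinase promoter and grows in 40 µg/ml kanamycin; loss of luminescence reflects streptokinase promoter inhibition or plain growth inhibition; 0% = median of DMSO wells and 100% = positive control at its reference dose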
# Numbers without * were called inactive; ? = inconclusive; nt = no result given. Compounds as they come; 6% or so of the library scored in one or more.
SMILES	Platelet DG rel	SKKanGAS inh	aSyn 5UTR inh	HSP90 refold inh	HSF-1 act	HSF1 inh	KLF5 inhibitor	IEC-6 cytotox	AI-2 QS mod	HIF act
N#Cc1sc2nc(-c3ccccc3)cc(-c3ccco3)c2c1N	-5	9	1	9	3	-2	-10	2	17	0.3
CCN1CCN(C(=O)c2cc3cc4ccc(OC)cc4nc3s2)CC1	-3	-4	-30	5	-6	-1	-23	0	15	1.1
Oc1ccc(Cl)cc1-c1cc(-c2ccccc2)n[nH]1	15	55*	-99	2	20	-3	40	4	55	1.7
COc1ccc(S(=O)(=O)N2CCN(c3ccccc3OC)CC2)cc1C(=O)N1CCCCC1	-1	-5	14	5	8	10	7	1	16	0.1
C[C@H](NC(=O)c1ccccc1Cl)C(=O)NCc1cccs1	2	-2	2	-1	nt	nt	-6	-8	28	-0.6
COc1ccc(NC(=O)c2cccc3c2C(=O)N(CC2CCCO2)C3)cc1OC (centres undefined)	2	-8	32	1	-8	2	-13	-1	26	0.0
Cc1cc2c(c(=O)o1)C(c1cccs1)C(C#N)=C(N)O2 (centres undefined)	-8	-3	-4	-2	1	0	-4	6	10	0.3
CCCN(CCC)C(=S)Nc1cc(C(=O)OC)ccc1C(=O)OC	11	-5	5	-4	3	-1	-10	1	6	166*
Cc1nc(C)c(C(=O)C2=C(O)C(=O)N(CCN(C)C)C2c2ccccc2)s1 (centres undefined)	7	4	5	2	18	0	-13	2	7	-0.4
Brc1cccc(-c2nnc3sc(CN4CCC5(CC4)OCCO5)cn23)c1	2	7	5	1	-18	-1	-6	2	13	0.2
COc1ccc(C(=O)C2CCCN(C(=O)Cn3ccc(C)n3)C2)cc1OC (centres undefined)	1	-5	17	-5	0	2	-75	-4	11	-0.5
CC(C)CN(C(=O)COC(=O)Cc1c[nH]c2ccccc12)c1c(N)n(Cc2ccccc2)c(=O)[nH]c1=O	-12	-6	21	nt	-7	-3	nt	nt	nt	-0.3
Cc1ccccc1CN1CCN(CC(=O)NCc2ccccc2)CC1	-15	-5	4	-4	7	1	-20	1	13	-0.4
Cc1ccccc1C(N)c1ccncc1 (centres undefined)	-2	5	-15	6	-3	-6	-25	1	14	0.1
Cc1ccc(S(=O)(=O)c2cc(O)ccc2O)cc1C	2	-6	7	0	7	-1	-5	-1	21	0.0
C=CCC1(N(C(C)=O)c2ccccc2)CCCCC1	1	-9	23	0	-1	1	-9	4	12	-0.2
COc1ccc(CCNC(=O)CNCC2CCCCC2)cc1OC	8	-4	-3	1	-20	-5	7	-2	3	0.0
COCc1cc(C)nc(OCC(=O)N/N=C/c2ccc(C)o2)c1C#N	2	2	-22	4	-20	-1	-22	-1	5	-0.2
Cc1nn2c(NCCN3CCOCC3)c3c(nc2c1-c1ccccc1)CCCC3	8	3	2	-2	11	-2	3	1	4	0.1
CCOc1ccc(S(=O)(=O)NCCC(=O)NCc2cccnc2)cc1	6	1	15	nt	-23	1	nt	nt	9	0.9
O=C(COC(=O)CSc1nnc(-c2ccc(Cl)cc2)o1)Nc1cc(Cl)cc(Cl)c1	16	3	-10	4	nt	nt	-11	-3	8	0.1
COCc1c(Br)c(C)nc(OCC(=O)N/N=C/c2cc(C)n(-c3ccc([N+](=O)[O-])cc3)c2C)c1C#N	6	18	9	1	nt	nt	-12	3	18	-0.5
Cc1c(F)cccc1NS(=O)(=O)c1ccc(OCCNS(C)(=O)=O)cc1	1	-3	14	2	-4	-6	-15	12	9	-0.2
O=C(CSc1nnc(-c2ccccc2O)o1)Oc1ccc(OCc2ccccc2)cc1	0	-7	-13	2	-50	-38	4	7	32	2.0
O=C1C=CN(Cc2ccccc2)CC1	-2	1	8	nt	18	2	nt	nt	4	-0.2
COc1cc(C(=O)NCc2nnc(SCC(=O)Nc3c(C)cc(C)cc3C)o2)cc(OC)c1OC	0	-6	28	-4	-1	0	-24	-6	50	0.2
O=C(CCCSc1nc(-c2ccco2)cc(C(F)(F)F)n1)Nc1ccc2c(c1)OCO2	-1	29	-4	-1	-14	1	-22	3	9	-0.1
CCN(CC)C(=O)C(Sc1ccccc1)c1ccccc1 (centres undefined)	1	-2	-10	4	8	-8	-4	-5	20	-0.1
CC(=O)c1cccc(NC(=O)C(=O)Nc2cccc3ccccc23)c1	0	1	-195	1	18	21	-7	1	4	5.6
CCn1c(C)nc2cc(C(=O)NNC(=S)Nc3ccccc3OC)ccc21	-1	-4	-74	-2	-3	-2	-57	-4	38	1.6
CN(C)S(=O)(=O)N1CCN(c2ccc([N+](=O)[O-])c(N3CCCCC3)c2)CC1	-2	3	5	-1	nt	nt	-8	2	12	0.1
CC1NC(=S)N(Cc2ccccc2)C1=O (centres undefined)	5	1	11	1	15	-6	-16	-2	14	0.2
Cc1cc(OCc2cc(C(=O)N(C)C(C)c3ccccn3)no2)cc(C)c1Cl (centres undefined)	-1	5	-93	-7	32	19	-94	3	14	4.3
O=C(NC1CCCCCC1)c1cc2n(n1)C(C(F)(F)F)CC(c1ccco1)N2 (centres undefined)	5	10	22	3	6	3	4	11	-6	-0.6
Brc1ccccc1Cn1c(-c2cscn2)nc2ccccc21	-3	4	39	-3	12	8	-9	-2	5	-1.3
Cn1c(=O)c2c(ncn2CC(=O)N/N=C/c2ccc(Br)s2)n(C)c1=O	-2	-15	6	0	-4	2	-2	3	27	-0.4
O=c1[nH]c2c(s1)C=Nc1ccccc1N2	77*	?	-48	-2	70*	34	-24	-4	14	nt
Cc1cccc(NC(=O)N(Cc2nc3ccccc3c(=O)[nH]2)C2CCCC2)c1	1	5	0	-1	30	18	-26	4	3	1.5
CCN(CC)C(=O)c1cccc2nc3ccccc3nc12	-14	1	18	5	-6	-2	-3	3	17	-0.2
NC(=O)C1CCN(C(=O)c2cc3c(s2)CCCC3)CC1	-4	0	-40	nt	44	17	nt	nt	5	1.6
CS(=O)(=O)N1CCN(c2ccccc2NC(=S)NC(=O)c2ccccc2[N+](=O)[O-])CC1	-2	16	6	5	13	-2	-32	-3	12	-0.3
Cn1c(-c2cc3ccc(OC(=O)C(C)(C)C)cc3oc2=O)nc2ccccc21	5	0	-117	-3	58*	14	-106	-1	24	0.8
Clc1ccc(Oc2nc(N3CCOCC3)nc(N3CCOCC3)n2)c(C2CCCCC2)c1	4	-7	-25	-2	-3	-9	-17	-4	17	-0.4
CC(C)C[C@@H](C(=O)NCc1ccco1)N1C(=O)N2CCc3c([nH]c4ccccc34)[C@@]2(C)C1=O	2	10	-6	6	14	7	-6	-1	14	-0.5
COc1ccc(CCNC(=O)NC2CCCCC2)cc1	2	-6	-17	-2	13	0	-26	-7	12	0.8
COc1ccc(-n2nc(C(=O)NCC(=O)N3CCN(Cc4ccc5c(c4)OCO5)CC3)c3ccccc3c2=O)cc1OC	33	7	42	-1	-2	-1	-14	3	14	-0.7
O=C(O)c1ccc(S(=O)(=O)Nc2ccc3c(c2)OCCO3)cc1	12	3	1	4	-11	-16	-33	2	0	-1.6
COc1ccc(-c2csc(NC(CO)c3nc4ccccc4n3CCCO)n2)cc1 (centres undefined)	6	4	2	nt	-17	1	nt	nt	14	1.1
Cc1ccc(-c2noc(CCCN3C(=O)c4ccccc4C3=O)n2)cc1	3	10	-5	-1	-8	6	-20	-1	28	0.2
CCC(CC)C(=O)Nc1cccc(C(=O)Nc2nnc(C)s2)c1	-3	-3	3	0	19	6	-18	7	18	-0.4
Fc1ccc(NC(=S)N2CCc3ccccc32)cc1	-8	-2	-31	4	9	6	-58	1	13	-48
COc1ccc(NC(=S)NNC(=S)Nc2cccc(C(F)(F)F)c2)cc1	-3	7	-19	1	3	-6	-31	8	10	0.6
O=S(=O)(/C(=C/c1ccc(C(F)(F)F)cc1)c1nc2ccccc2[nH]1)c1ccccc1	7	3	-62	5	180*	139	-8	53*	9	-3.1
CC1CN(C2=N/C(=C/c3ccc4c(c3)OCO4)C(=O)N2)CC(C)O1 (centres undefined)	22	8	15	-3	14	-9	-13	-22	16	-0.6
O=C1CC2(CCN(C(=O)c3ccc(Cl)cc3)CC2)Oc2ccccc21	1	-9	7	nt	-6	4	nt	nt	7	0.2
O=C1C(=O)N(CC2CCCO2)C(c2ccccc2[N+](=O)[O-])/C1=C(/O)c1ccccc1 (centres undefined)	-3	6	-41	2	42	25	-25	2	-7	0.7
CN1C(=O)CC(P(=O)(c2ccccc2)c2ccccc2)N(C)C1=O (centres undefined)	-4	1	-7	3	7	3	-20	-5	0	-0.1
Cc1ccc(C)c(S(=O)(=O)N2CCN(CC(=O)N3CCc4ccccc4C3)CC2)c1	1	3	20	4	-1	-6	11	-3	12	0.1
O=C1Nc2ccccc2C(O)(C(=O)NCc2ccc3c(c2)OCO3)N1c1ccc(Cl)c(Cl)c1 (centres undefined)	2	-9	15	-1	15	6	5	-3	-4	-0.3
CSc1nsc(SC)c1C(=O)N1CCN(S(=O)(=O)c2ccc(C)cc2)C1C (centres undefined)	-3	-5	11	-1	-11	-4	-24	-12	13	-0.4

# Continuation.
SMILES	Platelet DG rel	SKKanGAS inh	aSyn 5UTR inh	HSP90 refold inh	HSF-1 act	HSF1 inh	KLF5 inhibitor	IEC-6 cytotox	AI-2 QS mod	HIF act
O=C(O)CC1(CC(=O)NCc2ccc(-c3cccs3)cc2)CCCCC1	-3	25	2	3	-9	-4	2	9	15	-0.1
Cc1[nH]c(=O)[nH]c(=O)c1Sc1ccccc1[N+](=O)[O-]	4	0	21	3	15	-6	-25	0	0	-0.4
Cc1nn(Cc2ccc(F)cc2)c2sc(C(=O)Nc3nccs3)cc12	-3	15	15	2	15	7	-12	3	6	0.0
CCn1cc(C(=O)NCCC(C)C)c(=O)c2cc(F)c(N3CCN(C(=O)c4ccco4)CC3)cc21	0	26	0	-1	3	-2	-13	3	-10	2.2
Cc1ccccc1N1CCN(C2CCCN(C(=O)CCN3CCCO3)C2)CC1 (centres undefined)	-7	-3	8	1	32	9	-16	4	4	0.1
CCc1ccc(NC(=O)CCS(=O)(=O)c2ccc3c(c2)CCN3C(C)=O)cc1	1	-1	3	-1	-2	-1	-5	7	6	0.0
Oc1ccc(C[C@H]2CNC(=S)N2CCc2cc(C(F)(F)F)cc(C(F)(F)F)c2)cc1	-3	12	13	3	-14	5	-10	8	8	0.0
Cc1ccc(NC(=O)C(=O)NNC(=O)c2cccs2)cc1	-1	-11	-58	-1	20	5	-34	-3	24	1.2
O=C(NC(NC(=S)Nc1ccccc1C(=O)O)C(Cl)(Cl)Cl)c1ccccc1 (centres undefined)	-9	-2	-3	-3	32	5	-13	-9	-8	0.3
CCOc1ccc(CN2C(=O)c3ccccc3C2C(=O)NCc2cccnc2)cc1 (centres undefined)	-6	-15	-4	0	15	-2	-26	-4	24	0.1

# Source: PubChem BioAssay
